LGR2 inh = inhibitors of bursicon-induced Drosophila LGR2 receptor cAMP signaling. 380,000 compounds, 0.35% hits. HEK293 LGR2, CRE-luciferase, bursicon-stimulated, 4 h. inhibition, % at 9.99 µM;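 active = drop in luminescence signal, shown as inhibition above about 50% in the replicate tests, limit read from the data, passing the limit was not always enough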;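 note: agonist challenge used bursicon conditioned medium at about half maximal strength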
GSIS activator = primary screen for activators of insulin secretion dependent on glucose, INS-1E cells, GLuc reporter luminescence; AID 743287; INS-1E GLuc reporter insulin secretion, 2-3 h; 370,000 compounds, 0.61% hits; activation, % at 16.6 µM;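 active = lowest replicate activation of at least 40%, so every replicate reaches that level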;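 note: 0% = median of neutral control wells and 100% = median of IBMX positive control wells; some compounds called inactive have numbers as strong as hits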
ARNT-TACC3 inh = disrupts binding between human ARNT and TACC3; Q9Y6A5; AlphaScreen His-ARNT PAS-B/GST-TACC3 binding, luminescence; TACC3 fragment carries E629A point mutation; inhibition, % at 9.99 µM; 390,000 compounds, 0.66% hits; AID 623870;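 active = mean inhibition of replicates at least 50% and at least half of replicates each reaching 50%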;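 note: 0% = complete ARNT plus TACC3 wells and 100% = ARNT alone without TACC3; many hits fall short of the cut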
PGC1a acetyl inh = lowers PGC1a acetylation signal in U2OS cells. AlphaScreen anti-acetyl-lysine; with virally co-expressed GCN5 acetyltransferase. 350,000 compounds, 0.17% hits. inhibition, % at 15.6 µM;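 active = every replicate shows inhibition of at least 40%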;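 note: 0% = neutral control wells and 100% = positive control wells; some results beyond the cut were filed as inactive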
PAX8 inh HTS = lowers PAX8-driven luciferase in RMG-I cells | inhibition, % at 12.6 µM | RMG-I TPO-luciferase reporter, SteadyGlo, 24 h | 360,000 compounds, 1.2% hits | AID 652154;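 active = mean replicate inhibition at least 60% with every replicate also reaching 60%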;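 note: luciferase light reporting Pax8 driven TPO promoter activity; plate controls were median of neutral control wells for no effect and mitoxantrone controls for full effect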
PglD inh = inhibitors of Campylobacter jejuni PglD acetyltransferase; purified PglD enzyme, DTNB colorimetric CoA detection; inhibition, % at 12.5 µM; 360,000 compounds, 0.098% hits; in the data active = inhibition above about 16%, passing the limit was not always enough; note: strong numbers were not always called active
Statin myotox sup = suppression of simvastatin myotoxicity | C2C12 myotubes + simvastatin, ATP luminescence, 48 h; scaled: DMSO 0, geranylgeraniol control 100 | rescue of ATP level, % at 7.49 µM | 330,000 compounds, 0.78% hits | AID 602340;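 active = mean ATP rescue above about 67%, or every replicate alone reaching that limit, limit read from the data, passing the limit was not always enough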;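 note: myotubes were challenged with 10 µM simvastatin during compound exposure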
Cneo AK release = Cryptococcus neoformans lysis via adenylate kinase release; lysis activity, % at 15 µM; C. neoformans lysis, adenylate kinase release luminescence, 4 h; normalised: neutral wells 0, clomiphene wells 100; 360,000 compounds, 0.2% hits; AID 651654;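 active = mean lysis activity across replicates of at least 80%, whatever share of replicates individually reach that level; inactive = mean lysis activity below 80%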
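Test system: log-phase Cryptococcus neoformans yeast cells; Quantity: yeast cell density of 5 × 10^6 cells/mL; Buffer or medium: YPD; Doses: single compound concentration per well; Timing: 4 h at 37 °C static, read 1 h later; Measured by: AK luminescence; Read-out basis: lysis from increased AK signal; Control set: Clomiphene as positive control.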
Starred values were filed as active, the others as inactive; nt = not tested or not shown; & = joins results of further samples.

A first look, 2 compounds:
canonical_smiles,GSIS activator,PglD inh,ARNT-TACC3 inh,PGC1a acetyl inh,PAX8 inh HTS,Statin myotox sup,Cneo AK release,LGR2 inh
CCCn1c(CN2CCN(C(=O)OCC)CC2)nc2c1c(=O)n(C)c(=O)n2C,18,-4,-4,nt,-2,4,0,9
Cc1ccc(C(=O)C[n+]2ccc3ccccc3c2)cc1,-17,nt,-6,-4,-25,-5,nt,-15

The list itself, previewed entries included:
canonical_smiles,GSIS activator,PglD inh,ARNT-TACC3 inh,PGC1a acetyl inh,PAX8 inh HTS,Statin myotox sup,Cneo AK release,LGR2 inh
CCCn1c(CN2CCN(C(=O)OCC)CC2)nc2c1c(=O)n(C)c(=O)n2C,18,-4,-4,nt,-2,4,0,9
Cc1ccc(C(=O)C[n+]2ccc3ccccc3c2)cc1,-17,nt,-6,-4,-25,-5,nt,-15
O=C(/C=C/Nc1ccccc1C(=O)O)c1cccs1,5,nt,-12,nt,-14,nt,nt,-46
Fc1cc2[nH]c(=S)[nH]c2c(Br)c1N1CCSCC1,-18,-8,-9,-6,-11,-1,-2,-15
CC(C)(c1ccccc1)c1ccc(OCCCNCCO)cc1,nt,1,-1,-88,7,-32,2,nt
Cc1cc(C)cc(N(C(=O)c2sc(C)nc2C)C(C(=O)NCc2ccco2)c2ccccc2)c1 (stereo not drawn),-2&-15,-2,3,-2,nt,6,3,3&7
O=C(Nc1ccc(Cl)cc1)[C@@H]1[C@@H]2C(=O)N(c3ccc(Cl)cc3)C(=O)[C@@H]2[C@H]2C=CC=NN21,6,2,-4,2,17,4,-1,nt
Cc1ccccc1OCC(=O)NNC(=O)Nc1ccc(Cl)cc1,nt,-4,2,-11,nt,-34,-1,nt
CC1=C(C#N)C(NC(=O)c2ccc(C)cc2)(C(F)(F)F)C(=O)N1 (stereo not drawn),16,-2,0,-2,nt,28,7,9
C[C@@H](NC(=O)C[C@H]1CC[C@H]2[C@@H](COC[C@@H](O)CN2C(=O)Nc2cc(Cl)cc(Cl)c2)O1)c1ccccc1,-29,0,-5,-5,-2,10,-2,5
Nc1nc(SCC(=O)Nc2ccc(S(N)(=O)=O)cc2)n[nH]1,11,0,-7,nt,-6,-5,0,nt
COc1ccc(CCNC(=O)c2cc3c(=O)n4ccccc4nc3n(C3CCCCC3)c2=N)cc1,-5,-11,3,nt,6,32,14,-14
CC(C)C(=O)Nc1ccc(-c2csc(-c3ccccc3)n2)cc1,nt,-4,-43,-8,nt,-47,0,nt
Fc1ccccc1CSc1nnnn1-c1ccc2c(c1)OCO2,nt,2,-6,0,nt,33,-1,nt
CC(C(=O)NCc1cccnc1)c1ccc([N+](=O)[O-])cc1 (stereo not drawn),10,11,-3,2,14,10,0,12
CCCNC(=O)N1CC2(C1)[C@@H](c1ccccc1)[C@H](CO)N2Cc1ccc(F)cc1,-2,nt,nt,0,-13,nt,nt,-3
CCNC(=O)NC(=O)C(C)Sc1nc2ccccc2n1CC(C)C (stereo not drawn),-5,-1,-7,-6,nt,9,0,-9
Cc1ccccc1-n1c(SCC(N)=O)nc2sc(-c3ccccc3)cc2c1=O,nt,1,2,nt,nt,8,8,nt
COc1cccc(S(=O)(=O)Nc2ccc3c(c2)[C@H]2C[C@H](CC(=O)NCCc4ccccc4)O[C@@H](CO)[C@H]2O3)c1,-32,3,-1,-8,11,14,0,3
COc1ccccc1-c1ccc([C@H]2[C@H](C#N)N(C(=O)CN(C)C)[C@H]2CO)cc1,-1,-2,-6,-13,-24,13,2,-17
O=C1c2ccccc2C(=O)N1/N=C/c1ccc(Oc2ccc([N+](=O)[O-])cn2)cc1,17,17,-1,-1,5,12,8,-11
CCCNC(=O)N(C)C[C@@H]1Oc2ncc(C#C[C@H](C)O)cc2C(=O)N([C@H](C)CO)C[C@H]1C,13,3,-7,5,nt,nt,-9,2
CCOc1ccc(OCC)c(NC(=O)CN2CCN(c3ccc(C)cc3C)CC2)c1,nt,-2,-11,-2,0,nt,3,nt
COc1ccc(NC(=O)c2ccco2)cc1NC(=O)c1c(OC)cccc1OC,10,1,-1,3,-46,-3,1,4
COc1cccc(C(C)(O)c2nc(-c3cccc(NC(C)=O)c3)cs2)c1 (stereo not drawn),-12,-5,nt,nt,8,-4,0,1
Nc1[nH]nc2nc(N3CCCC3)nc(-c3ccccc3)c12,nt,-6,-2,9,4,-13,-2,nt
CSCCC(C(=O)Nc1c(C)cccc1C)N1CCC(Cc2ccccc2)CC1 (stereo not drawn),-36,-5,nt,-24,0,-2,0,14
O=C(COc1ccc(Br)cc1Br)NC1CCCC1,-17,nt,8,nt,41,nt,nt,-58
CC(C)(C)n1ncc2c(=O)n(CC(=O)N3CCCC3)cnc21,-5,nt,-11,nt,-8,nt,nt,-4
C/C=C/c1ccc([C@H]2[C@@H](CO)N3C(=O)CN(Cc4ccccc4)C[C@H]23)cc1,0,nt,nt,1,8,nt,nt,18
O=C(NC1CCCC1)N[C@H]1CC[C@H](CC(=O)N2CCOCC2)O[C@@H]1CO,11,2,6,-4,-3,2,7,-5
O=C(NCc1ccccc1Br)c1ccco1,10,0,0,-2,nt,6,-1,nt
COc1ccc(S(=O)(=O)N(CC(=O)Nc2ccc(S(=O)(=O)N3CCOCC3)cc2)c2ccccc2)cc1,-37,3,4,nt,-11,nt,-1,26
Cn1c(=O)c(C(=O)Nc2ncccc2O)c(O)c2ccccc21,nt,-1,13,8,-61,6,-4,nt
CCCN(C(=O)CSc1nnc(N)s1)c1c(N)n(Cc2ccccc2)c(=O)[nH]c1=O,0,-2,-4,2,2,-5,0,27
C[C@@H]1CN([C@H](C)CO)C(=O)CCCn2nncc2CO[C@H]1CN(C)S(=O)(=O)c1cn(C)cn1,-2&1,-8&7,-3,105*,1&21,-6&-9,1&0,-9
COc1cccc(C(=O)Nc2ccc3c(c2)C(=O)N(C)[C@H]2CC[C@H](CC(=O)NCCCN4CCOCC4)O[C@@H]2CO3)c1,1,3,7,nt,-23,-14,4,-17
CC(C)NC(=O)C(C)Oc1ccc(S(=O)(=O)NCc2ccc3c(c2)OCO3)cc1 (stereo not drawn),-11,-4,-6,1,-4,3,-9,-6
CCCS(=O)(=O)NC(=O)C1(C)CCN(C(=O)Cc2ccc(OC)c(OC)c2)C1 (stereo not drawn),nt,-3,nt,11,-19,4,9,14
Cc1nc2scc(C)n2c(=O)c1S(=O)(=O)N1CCN(c2ccc(F)cc2)CC1,5,1,2,nt,-9,-15,4,-6
CCCNS(=O)(=O)c1ccc(CCC(=O)Nc2ccc3c(c2)OCO3)cc1,nt,0,2,-19,nt,9,-2,nt
COCCN(C(=O)CCCC(=O)Nc1ccccn1)C(C(=O)NC1CCCC1)c1ccc(C)cc1 (stereo not drawn),nt,0,-2,-8,nt,-5,3,nt
O=C(NCCCN=C1NS(=O)(=O)c2ccccc21)c1ccc(Cl)cc1,-9,2,-41,0,-10,-5,-4,-5
COc1cc2c(=O)n(CCC(=O)NCC3CCCO3)c(=O)n(CC(=O)c3ccc(Cl)cc3)c2cc1OC (stereo not drawn),-4,nt,4,9,18,-12,nt,9
CN(Cc1ccc(F)cc1)C(=O)c1ccc(NS(=O)(=O)c2ccc3[nH]c(=O)[nH]c3c2)cc1,10,nt,3,nt,5,nt,nt,10
O=C(O)c1ccc(-n2ncc3c2/C(=C\c2cccc([N+](=O)[O-])c2)CC3)cc1,14,-7,nt,5,-25,-8,1,-20
Cc1cc(C)cc(NC(=O)CSc2ccc(-c3cccs3)nn2)c1,-2,-6,3,nt,-22,nt,5,34
CC(=O)C(C(c1ccccc1)c1c[nH]c2ccccc12)[N+](=O)[O-] (stereo not drawn),-20,7,3,32,22,-9,-2,6
CCC1CCCCN1Cc1nc2ccccc2c(=O)n1CC(C)=O (stereo not drawn),-4,11,5,-13,10,22,0,18
Fc1cccc(NC(=S)NCCN2CCOCC2)c1,nt,-5,-4,-2,-7,-6,-1,nt
Cc1nc(-c2ccccc2)cc(N2CCCC2)n1,22,-3,-1,-12,nt,-15,9,nt
O=C(Nc1cc(F)ccc1F)N1C[C@@H]2[C@H](c3ccccc31)[C@@H](CO)N2Cc1cccnc1,17,6,-4,-1,-5,40,3,-22
COc1ccc(NC(=O)Nc2cccc3c2O[C@H](CN(C)S(C)(=O)=O)[C@@H](C)CN([C@@H](C)CO)C3=O)cc1,25,2,-2,-2,nt,nt,-16,13
CCCOc1ccc(-c2c(C(=O)N/N=C/c3ccccc3)nnn2-c2nonc2N)cc1,21,nt,28,nt,-2,nt,nt,16
Cc1cccc(Nc2nc(C)cc(C)n2)c1,nt,6,-22,-17,-16,-7,0,nt
C[C@@H]1CN([C@H](C)CO)S(=O)(=O)c2ccc(-c3cccnc3)cc2O[C@H]1CN(C)C(=O)C1CCCCC1,-12,2,0,1,nt,-22,0,4
CC(=O)c1ccc(NC(=O)C2CCC(C)(C(=O)O)C2(C)C)cc1 (stereo not drawn),nt,4,-2,5,nt,5,0,nt
Cc1noc(C)c1NC(=O)N(C)C[C@H]1OCCCC[C@H](C)Oc2ccc(NS(=O)(=O)c3cn(C)cn3)cc2C(=O)N([C@H](C)CO)C[C@@H]1C,9,-1,-2,1,-13,50,0,-14
CC(C)(C)OC(=O)CC[C@@]12N=C(c3ccc(OCCCO)cc3)O[C@@H]1c1ccccc1CN(C(=O)c1ccccc1)C2=O,nt,-2,-3,-17,nt,nt,-15,nt
O=C(COC(=O)c1cnccn1)Nc1ccc(Cl)cc1,nt,-5,6,4,4,-13,4,nt

(next part)
canonical_smiles,GSIS activator,PglD inh,ARNT-TACC3 inh,PGC1a acetyl inh,PAX8 inh HTS,Statin myotox sup,Cneo AK release,LGR2 inh
O=C(O)c1cnn2c1C(=O)N(Cc1cccs1)CC2,2,nt,-14,-18,-7,nt,nt,-21
COc1cccc(NC(=O)CCNS(=O)(=O)c2cccc3nonc23)c1,17,-2,-10,0,-9,-3,-1,-1
CO[C@@H]1CN(C)C(=O)c2ccc(NC(=O)c3ccc(F)cc3)cc2OC[C@H](C)N(C(C)=O)C[C@H]1C,2,1,-4,2,-7,2,-1,11
COc1ccc(-c2cnc3c(c2)C(=O)N([C@@H](C)CO)C[C@H](C)[C@H](CN(C)Cc2ccccn2)O3)cc1,6,3,-3,6,nt,3,-2,2

Screening results as filed in PubChem BioAssay.

The order is random (roughly 2.9% active in at least one column).
